M1 PAM: human M1 muscarinic receptor positive allosteric modulators, primary screen, CHO-K1 cells, Fluo-8 calcium fluorescence, 1536-well; CHO-K1 hM1, ACh EC20; 0% = ACh EC20, 100% = maximal ACh; Muscarinic acetylcholine receptor M1 (Homo sapiens), P11229; 360,000 compounds, 0.088% hits; activation, % at 3 µM; in the data active = activation above about 19%, passing the limit was not always enough
Target sequence (P11229 whole entry, looked up): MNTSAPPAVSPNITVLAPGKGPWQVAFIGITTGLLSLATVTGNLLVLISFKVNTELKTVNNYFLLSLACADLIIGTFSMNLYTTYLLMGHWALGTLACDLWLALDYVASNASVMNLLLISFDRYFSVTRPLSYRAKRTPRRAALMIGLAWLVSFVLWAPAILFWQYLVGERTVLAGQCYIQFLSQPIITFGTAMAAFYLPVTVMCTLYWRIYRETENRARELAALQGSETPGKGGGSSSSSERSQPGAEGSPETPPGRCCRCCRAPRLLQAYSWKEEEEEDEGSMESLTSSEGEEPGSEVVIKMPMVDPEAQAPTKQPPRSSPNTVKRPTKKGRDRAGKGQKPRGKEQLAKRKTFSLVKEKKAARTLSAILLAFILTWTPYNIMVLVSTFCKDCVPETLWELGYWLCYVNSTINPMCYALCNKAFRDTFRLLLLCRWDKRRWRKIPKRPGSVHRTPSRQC
M1 ag: human M1 muscarinic receptor agonists, primary screen, Fluo-8 calcium fluorescence, CHO-K1 cells, HTS; Muscarinic acetylcholine receptor M1 (Homo sapiens), P11229; CHO-K1 hM1, agonist mode; 0% DMSO, 100% acetylcholine EC100; activation, % at 3 µM; 360,000 compounds, 0.33% hits; AID 588814, 2011;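 active = activation above the run's mean compound activation plus 3 SD, cut at about 16% in these data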;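 note: peak over basal fluorescence ratio within a 140 s kinetic read after compound addition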
CHO parental Ca: ATP-evoked calcium signal inhibitors, parental CHO, primary screen, counter-screen for OX1R antagonist project, cell-based, fluorescence, Fluo-8 calcium dye | inhibition, % at 5.6 µM | AID 463079, 2010 | 330,000 compounds, 0.63% hits | parental CHO-K1, ATP-induced calcium, Fluo-8 fluorescence;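 active = inhibition above that plate's mean sample inhibition plus 3 SD, cut at about 26% in these data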;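 note: 0% = ATP-challenged DMSO wells and 100% = DMSO wells without ATP; some compounds past the cut are filed as inactive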
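Assay system: parental CHO cells; Read-out basis: percent inhibition of ATP-evoked calcium rise, normalized to controls; Benchmarks: ATP and no-ATP DMSO wells; Compound dosing: single nominal dose of 5.6 µM per compound; Signal: Fluo-8 calcium dye fluorescence; Also added: ATP as calcium-mobilizing challenge; Repeats: singlicate.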
CHO-K1 Ca ag: counter-screen for M1 agonists: effect in parental CHO-K1 cells. 360,000 compounds, 0.48% hits. activation, % at 3 µM. Fluo-8 calcium fluorescence; scaled to maximal ATP response, vehicle zero; in the data active = activation above about 15%;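 note: untransfected CHO-K1 host cells lacking M1 receptor as counterscreen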
CHRM4 antagonist: human M4 muscarinic receptor antagonists, primary screen, CHO cells, Fluo-8 calcium fluorescence; AID 624125, 2012; Muscarinic acetylcholine receptor M4 (Homo sapiens), P08173; CHO-hM4 cells, ACh EC80; 360,000 compounds, 0.73% hits; inhibition, % at 3 µM;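 active = inhibition above its plate's cutoff, the mean inhibition of sample wells plus 3 SD, cut at about 27% in these data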;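 note: 0% = acetylcholine EC80 with DMSO and 100% = DMSO without agonist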
Target sequence (P08173 whole entry, looked up): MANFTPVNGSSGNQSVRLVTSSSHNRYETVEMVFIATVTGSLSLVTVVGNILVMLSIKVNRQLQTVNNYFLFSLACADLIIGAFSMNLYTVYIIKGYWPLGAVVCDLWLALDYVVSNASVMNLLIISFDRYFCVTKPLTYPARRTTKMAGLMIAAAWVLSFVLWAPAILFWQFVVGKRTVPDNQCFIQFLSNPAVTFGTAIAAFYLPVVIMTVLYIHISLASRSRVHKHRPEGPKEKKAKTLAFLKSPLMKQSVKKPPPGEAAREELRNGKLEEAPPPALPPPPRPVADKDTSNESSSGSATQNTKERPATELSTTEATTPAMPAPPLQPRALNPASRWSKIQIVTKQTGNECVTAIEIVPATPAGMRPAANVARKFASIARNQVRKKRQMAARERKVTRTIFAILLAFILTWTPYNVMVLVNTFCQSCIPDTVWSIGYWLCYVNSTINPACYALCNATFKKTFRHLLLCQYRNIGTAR
CHO-K1 Ca antag: nonselective inhibitor or artifact in parental CHO-K1 cells | ATP-induced calcium, Fluo-8 fluorescence | inhibition, % at 3 µM | 360,000 compounds, 0.6% hits | AID 602250;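 active = inhibition above a per-plate cutoff, the plate's mean sample inhibition plus 3 SD, cut at about 24% in these data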;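 note: 0% = DMSO plus EC80 ATP and 100% = DMSO alone without ATP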
OXTR potentiator: human OXTR potentiators, primary screen, fluorescence, CHO-OTR cells, Fluo-8 calcium | 320,000 compounds, 0.061% hits | Fluo-8 calcium fluorescence, potentiator mode; 0% = oxytocin EC15, 100% = EC100 | activation, % at 3 µM | Oxytocin receptor (Homo sapiens), P30559;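 active = activation above that plate's cutoff, the mean activation of tested compounds plus 3 SD, cut at about 6.6% in these data, passing the limit was not always enough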;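 note: 100% uses oxytocin at 75 nM as the full agonist control; some results filed as inactive read as strong as hits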
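Replication – single well per compound, singlicate · Assay system – CHO cell line stably expressing human OTR · Timing – 6 min pre-incubation, 100 s read · Measure – normalized max/min fluorescence ratio, % activation · Doses – 3.0 µM, one dose · Detection – Fluo-8 calcium dye fluorescence · Probe or stimulus – oxytocin near EC15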
M1 antag: human M1 muscarinic receptor antagonists, primary screen, CHO-K1 cells, Fluo-8 calcium fluorescence, 1536-well; 360,000 compounds, 1.3% hits; CHO-K1 hM1, ACh EC80 antagonist; Muscarinic acetylcholine receptor M1 (Homo sapiens), P11229; AID 588852, 2011; inhibition, % at 3 µM;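 active = percent inhibition above its own plate's cutoff, namely the mean of that plate's compound wells plus 3 SD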;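 note: peak over basal fluorescence ratio during 140 s after agonist addition; 0% = ACh EC80 plus DMSO and 100% = DMSO alone without agonist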
CHRM4 agonist: human M4 muscarinic receptor agonists, primary screen, CHO-K1 cells, Fluo-8 calcium fluorescence | CHO-K1 hM4/Gqi5; vehicle 0%, full acetylcholine response 100% | AID 624127, 2012 | 360,000 compounds, 0.14% hits | activation, % at 3 µM;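 active = activation above the run mean over all test wells plus 3 SD, cut at about 32% in these data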;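 note: peak over basal fluorescence ratio per well then scaled between controls; 0% = DMSO wells and 100% = acetylcholine at EC100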
Active calls of the source: *; . = not tested or not shown.

SMILES	M1 PAM	M1 ag	CHO parental Ca	CHO-K1 Ca ag	CHRM4 antagonist	CHO-K1 Ca antag	OXTR potentiator	M1 antag	CHRM4 agonist
C=CCNc1nc(N2CCCCC2)c(C#N)c2c1CN(Cc1ccccc1)CC2	-11	-8	-21	0.4	5	6	-7	1	3
CC1CCN(CCCNC(=O)c2cc3sccc3n2C)CC1	-1	-8	-12	0.8	-6	-14	-3	0	1
CC1CCCN(C(=O)COC(=O)c2cc(-c3cccs3)nn2-c2ccccc2)C1 (stereo not drawn)	-25	-6	-20	-0.5	-13	11	-6	46*	2
COc1ccc(OC)c(CCNC(=O)CC2(CC3=NS(=O)(=O)c4ccccc4N3)CCCC2)c1	5	-5	-14	5.5	-13	3	-7	-20	14
O=S(=O)(NCc1ccccc1)c1ccccc1NCc1ccc(Cl)cc1	-5	-5	-14	0.4	-11	-8	.	-1	-1
O=C(CCC(=O)N1CCN(S(=O)(=O)c2ccc(Cl)cc2)CC1)NCc1cccc(C(F)(F)F)c1	-5	-1	.	11	4	-1	.	18	12
Cc1cccc(-c2noc(CN(C(C)C)S(=O)(=O)c3ccc(F)cc3)n2)c1	-2	-5	15	0.9	-1	-17	-20	-1	-1
COc1cnn(-c2ccccc2)c(=O)c1SCc1ccc(Cl)c(Cl)c1	-5	-10	-12	0.5	-3	-14	-8	3	3
COC(=O)Cc1coc2cc(OC)ccc12	2	-6	-1	-0.6	12	-4	-3	-3	1
COc1ccc(Cl)cc1NC(=O)CN(C)C(=O)/C=C/c1ccco1	5	-3	-2	0.5	7	-6	-4	-3	1
CCN(CC)CCOC(=O)c1c(C)n(C)c2ccc(OC)cc12	0	-6	-17	-0.6	1	13	-1	0	1
C/C(=N/NC(=O)c1nnn(-c2nonc2N)c1-c1ccccc1)c1ccc2c(c1)OCO2	21	3	-4	1.0	-7	-13	-2	-11	3
CCC(=O)Nc1ccc(S(=O)(=O)NC[C@H]2O[C@@H](n3cnc4c(=O)[nH]c(N)nc43)[C@H](O)[C@@H]2O)cc1	8	4	.	-0.3	1	-9	.	-23	0
CCC(C)(C)NC(=O)/C=C/c1cnc2ccccc2n1	-7	-4	-7	3.1	-15	3	-12	1	8
CCCc1c(C)nc2ccc(OC)cc2c1SCCC(=O)O	9	-7	-14	0.0	6	-1	3	-8	-1
CSc1cccc(NC(=O)C(C)NS(=O)(=O)c2ccc(F)cc2)c1 (stereo not drawn)	4	-5	-19	1.7	11	-10	-1	-8	2
Clc1ccc(-c2nn3cnnc3s2)c(Cl)c1	5	-2	-8	0.5	0	-10	-1	-4	1
O=C(CSc1nnc(-c2cccnc2)n1Cc1ccco1)c1ccc2ccccc2c1	14	-2	-10	0.0	17	14	-1	-8	1
c1cncc(CNc2ncnc3sc4c(c23)CCC4)c1	7	-5	0	2.1	-1	-7	-5	-3	8
O=C(CCCCC(=O)NNC(=O)COc1ccccc1)NNC(=O)COc1ccccc1	10	-2	-14	-0.2	8	2	1	-6	1
COc1ccc(OC)c(NC(=O)c2nnn(CC(=O)Nc3ccc4c(c3)OCO4)c2N)c1	4	-3	-2	-0.4	0	7	-3	0	0
CCCCN(C)CCNC(=O)CCn1nc(-c2ccc(C)cc2)ccc1=O	1	-5	-12	-0.6	-2	-4	-8	-1	-1
CC1=C(C(=O)N2CCOCC2)CC(CC(=O)NCCN2CCOCC2)C(=O)N1Cc1ccc(C(C)(C)C)cc1 (stereo not drawn)	8	-7	.	-0.1	2	3	.	-17	0
Cc1ccc(C)c(OCCC(=O)OCC(=O)NC2CCCC2)c1	0	-2	9	0.5	3	8	-4	1	3
COc1cccc(Cn2nnc(C(=O)NCc3ccc4c(c3)OCO4)c2N)c1	2	-3	4	1.6	-4	4	-6	2	7
O=C(Nc1ccc(NC(=O)C2CC2)nc1)c1ccncc1	6	-4	19	0.9	-4	-3	-11	-6	1
COC(=O)c1ccc(Nc2cc(C)nc3nc(C)nn23)cc1	10	5	-5	0.2	-2	4	0	-12	-2
CC(C)CC(C(=O)O)N1C(=O)[C@@H]2[C@H](C1=O)[C@@H]1C[C@H]2C(Br)C1Br (stereo partly drawn)	7	0	3	1.2	4	-8	-3	-9	0
O=C(N/N=C/c1ccccn1)c1c[nH]c2ccccc12	-1	-2	2	0.3	-6	-4	7	-7	1
FC(F)(F)c1ccc(-n2cnc3ccccc32)nc1	22	1	-12	-0.1	-13	3	-3	-18	2
Cn1nc(-c2ccc(C(=O)NC3CCCCC3)cc2)c2ccccc2c1=O	11	-6	-10	3.8	-1	-15	-10	-15	4
CCc1noc(C)c1C(=O)NNC(=O)COc1ccc(Br)cc1	4	-3	-3	-0.1	-24	2	0	-8	2
COc1ccccc1/C=N/NC(=O)CC(=O)NC1CCCCC1	5	-2	0	0.3	-8	-13	-17	-2	4
Brc1ccc(Oc2ncc(CN3CCN(c4ccccc4)CC3)s2)cc1	-8	-2	-8	0.2	2	-2	-3	10	0
Cc1ccccc1OCC(=O)NCC(c1cccs1)N1CCOCC1 (stereo not drawn)	-2	-3	-18	0.8	-4	13	-3	12	4
Cc1nn(C)cc1/C=N\NC(=O)c1ccc(Cn2cc(Cl)cn2)cc1	0	-4	3	0.5	15	0	0	-6	2
CCOc1ccc(CN2CCN(Cc3cnc(N4CCOCC4)s3)CC2CCO)cc1 (stereo not drawn)	7	-8	-12	0.9	6	-6	-8	-1	1
CC(=O)N1CCN(Cc2nc3cc(NC(=O)c4cccs4)ccc3n2C)CC1	-2	-3	-10	0.7	17	-8	-8	2	0
c1ccc(CSc2nnc(Cc3ccccc3)o2)cc1	9	-3	-17	0.4	0	-7	-2	-10	-1
CN(C)C(CNC(=O)c1cccc(NS(=O)(=O)c2ccc(Br)cc2)c1)c1ccco1 (stereo not drawn)	-26	-7	-22	1.0	-4	3	-9	70*	3
COc1ccc2[nH]c(C(=O)O)c(CCNC(=O)/C=C/c3ccc(O)c(OC)c3)c2c1	4	-3	4	0.3	0	-5	-13	1	0
CS(=O)(=O)N(CC(=O)NC1CCCCC1)c1cccc(Cl)c1	2	-5	-14	0.3	-14	-6	-2	-17	2
COc1ccc(NC(=O)c2sc3nc(N4CCOCC4)c4c(c3c2N)CCCC4)c(OC)c1	11	-1	-16	0.3	2	-10	-12	0	0
O=C(CN1CCN(Cc2ccccc2)CC1)N/N=C/C=C/c1ccccc1[N+](=O)[O-]	7	-8	-15	0.7	5	-3	6	-5	2
Cc1ccc(NC(=O)c2ccc3nc[nH]c3c2)cc1C	5	-1	-9	18*	10	2	2	-7	2
Cc1c(C(=O)N/N=C/c2ccc(O)cc2)sc(=S)n1C	6	-10	8	0.4	-6	-6	-11	-1	1
CCOC(=O)CC1COc2ccccc2N1C(=O)c1ccc(C)cc1 (stereo not drawn)	12	-6	-14	-0.2	6	-10	5	-2	-1
O=C(COC(=O)C12CC3CC(CC(Cl)(C3)C1)C2)N1CCCCC1	-2	-3	-12	0.0	-3	0	-4	0	3
CC(C)(C)OC(=O)NCCCCCc1cn(CC(=O)NCCCCCCCCCCC(=O)N2CCN(C(=O)OC(C)(C)C)CC2)nn1	14	-2	-21	-0.1	2	-14	-12	-9	6
Cc1ccc(S(=O)(=O)N2CCN(CC(=O)N3CCOCC3)CC2)cc1	9	1	-8	0.0	4	-5	-5	-13	1
COc1ccc(-c2noc(C(C)NS(=O)(=O)c3ccc(NC(C)=O)cc3)n2)cc1 (stereo not drawn)	6	-2	-3	2.3	8	-17	7	-8	1
C/C(=N\NC(=O)CN(c1ccc(Oc2ccccc2)cc1)S(C)(=O)=O)C(C)(C)C	6	-6	0	0.4	-1	5	-15	-2	1
N#CC1=C(N)OC2=C(C(=O)CCC2)C1C1C=CCCC1 (stereo not drawn)	-3	-5	-8	0.5	7	-7	-3	2	0
COc1ccc(NC(=O)CSC2=C(C#N)C(c3ccco3)C(C(=O)Nc3nc4ccccc4s3)=C(C)N2)cc1 (stereo not drawn)	1	-2	11	0.1	11	-4	-16	7	1
CC(C)CCN1CC(O)=C(c2nc3ccccc3[nH]2)C1=N	10	0	-4	0.0	-1	-29	2	-13	3
CCOc1ccccc1NC(=O)Cn1nnc(C(=O)NCc2ccc3c(c2)OCO3)c1N	6	0	-21	2.8	7	-8	-9	1	5
Cc1ccc(-c2nnc(NC(=O)Cc3ccc(F)cc3)o2)c(C)c1	6	-1	4	0.7	4	-14	-7	-10	0
N#Cc1ccccc1NC(=S)NC(=O)c1cccnc1	8	-2	14	0.0	6	-8	0	-18	1
C=CCOc1nc(-c2ccccc2Cl)nc2ccccc12	2	-7	-28	1.0	10	-8	4	-12	0
COc1ccc(NS(=O)(=O)c2ccc3c(c2)oc(=O)n3C)c(OC)c1	11	-2	5	2.5	-4	-14	-6	-9	4

(next part)
SMILES	M1 PAM	M1 ag	CHO parental Ca	CHO-K1 Ca ag	CHRM4 antagonist	CHO-K1 Ca antag	OXTR potentiator	M1 antag	CHRM4 agonist
CC(C)=CCN1CCNC(=O)C1CC(=O)NCc1nc(C)c(C)s1 (stereo not drawn)	0	-10	-14	0.3	0	-3	-6	2	0
Cn1nc(C(=O)OCC(=O)NCCc2ccccc2)c2ccccc2c1=O	12	1	-11	0.9	1	-10	3	-15	2
O=C(O)c1ccccc1/C=N/NC(=S)NC1CCCCC1	0	-4	-1	0.5	-12	-10	-2	-7	0
C=CCC(C(=O)OC)(C(=O)OC)c1ccccc1[N+](=O)[O-]	-5	-4	7	1.3	14	-18	1	7	0
COc1ccc([C@H]2CC(=O)C=C(/C=C/c3ccccc3)C2)cc1OC	-4	-5	-27	-0.4	5	9	-8	-2	2
Cn1ccc(NC(=O)c2ccc([N+](=O)[O-])cc2)n1	3	-3	-14	0.0	7	-16	1	-4	1
CC1=C(C(=O)OCc2ccccc2)C(c2ccc([N+](=O)[O-])cc2)NC(=O)N1CCCC(=O)O (stereo not drawn)	12	-6	-12	0.7	-1	-17	-6	-19	2
CCOC(=O)N1CCN(CC(=O)Nc2cccc(Br)c2)CC1	12	-2	2	0.3	12	-10	-7	-12	1
CCOc1ccc(Cl)cc1-c1cc(C(=O)NCc2ccccc2OC)[nH]n1	1	-7	.	0.0	-9	-11	.	-12	0

Some of these compounds in order of their number in CHRM4 antagonist, largest number first:
mol,M1 PAM,M1 ag,CHRM4 antagonist,M1 antag,CHRM4 agonist
C=CCC(C(=O)OC)(C(=O)OC)c1ccccc1[N+](=O)[O-],-5,-4,14,7,0
Cn1nc(C(=O)OCC(=O)NCCc2ccccc2)c2ccccc2c1=O,12,1,1,-15,2
CC1=C(C(=O)OCc2ccccc2)C(c2ccc([N+](=O)[O-])cc2)NC(=O)N1CCCC(=O)O (stereo not drawn),12,-6,-1,-19,2

High-throughput results as filed in PubChem.
